Assay outcomes: PubChem, National Center for Advancing Translational Sciences (NCATS)
TRPV1 ag = agonists of human vanilloid receptor 1 (TRPV1); TRPV1-expressing cells, Fluo-8 calcium influx, agonist mode; AID 540275; actives 0.19% (n = 320,000); activation, % at 8.33 µM; in the data active = activation above about 80%; inconclusive = between about 30% and that limit; note: 0% is about no effect
Target sequence (Q8NER1 whole entry, looked up): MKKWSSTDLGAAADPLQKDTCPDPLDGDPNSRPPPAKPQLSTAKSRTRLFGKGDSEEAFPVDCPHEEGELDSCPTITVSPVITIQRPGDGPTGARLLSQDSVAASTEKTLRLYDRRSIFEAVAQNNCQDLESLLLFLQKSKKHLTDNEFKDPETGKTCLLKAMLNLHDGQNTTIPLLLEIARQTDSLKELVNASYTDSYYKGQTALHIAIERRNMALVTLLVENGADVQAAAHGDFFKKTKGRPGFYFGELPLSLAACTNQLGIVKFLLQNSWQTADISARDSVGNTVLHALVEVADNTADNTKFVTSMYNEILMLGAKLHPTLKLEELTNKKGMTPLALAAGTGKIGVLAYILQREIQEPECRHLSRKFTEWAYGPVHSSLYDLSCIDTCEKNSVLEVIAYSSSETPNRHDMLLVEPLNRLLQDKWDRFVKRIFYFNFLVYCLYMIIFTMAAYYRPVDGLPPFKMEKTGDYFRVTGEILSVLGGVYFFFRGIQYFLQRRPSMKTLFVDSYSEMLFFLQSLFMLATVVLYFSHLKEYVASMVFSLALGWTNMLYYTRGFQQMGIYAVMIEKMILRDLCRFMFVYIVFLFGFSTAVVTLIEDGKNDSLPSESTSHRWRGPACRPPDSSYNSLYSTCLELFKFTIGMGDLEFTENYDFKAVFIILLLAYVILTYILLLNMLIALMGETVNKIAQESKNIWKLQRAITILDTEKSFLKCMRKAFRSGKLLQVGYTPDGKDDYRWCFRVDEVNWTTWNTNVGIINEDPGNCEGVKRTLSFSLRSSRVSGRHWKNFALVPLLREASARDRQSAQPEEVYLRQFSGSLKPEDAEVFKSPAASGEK
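TRPV1-expressing cells were cultured overnight at 35.5C and loaded with Fluo-8 calcium dye for 40 to 90 min at room temperature. After a 10 s baseline, compound was added and calcium influx was read kinetically for 3 min (ex 480/em 520 nm).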
RORg inh = ROR gamma (mouse) transcription inhibition | P51450 | Drosophila S2 Gal4-RORgamma UAS-luciferase reporter, 20 h | Potency, µM (doses to about 53.6 µM), without a hit: at the top dose activity change, negative = inhibition, most hits filed as inhibitors | actives 5.4% (n = 310,000); note: potency is the fitted concentration of half-maximal effect; % is set by controls: 0 for no effect and ±100 for the full control effect; nearly all actives have a fitted effect of over 60% in size
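Drosophila S2 cells stably expressing Gal4-DBD/mouse RORγ fusion under metallothionein promoter plus UAS-luciferase; compound 1 h, then 700 uM CuSO4 induction for 20 h at ambient temperature; inhibition read as reduced luminescence.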
ELG1 genotox = inducers of genotoxicity in HEK293T ELG1-luciferase cells. HEK293T ELG1-luciferase reporter, luminescence, 16 h. Potency, µM (highest dose often 46 µM), without a hit: top-dose activity change, positive = activation, actives largely listed as activators. actives 1.3% (n = 330,000); note: potency is the fitted concentration of half-maximal effect; % of control where 0% means no effect; nearly all actives have a fitted effect of over 60% in size
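DMSO vehicle served as control against compound-treated ELG1-luciferase HEK293T cells; exposure lasted 16 hr at 37 °C and 5% CO2, followed by ONE-Glo luminescence detection after 30 min.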
p53 reactivator = restores transcriptional activity of mutant p53; actives 0.063% (n = 320,000); Potency, µM (top dose mostly 92.2 µM), for inactives: top-dose activity change, positive = activation, most hits filed as activators; H1299 p53-A138V BP100-luciferase reporter, luminescence, 24 h; note: potency is the fitted concentration of half-maximal effect; % of control where 0% means no effect; nearly all actives have a fitted effect of over 45% in size
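H1299 (p53-null), stable ts p53-A138V + BP100-Luc; 1000 cells/well, Opti-MEM/10% FBS; cpd 4 pt, 1:5; 24 h, 37 deg C, 5% CO2; detection reagent 10 min RT; luminescence.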
ELG1 repair inh = ELG1-dependent DNA repair inhibition | HEK293T ELG1-luciferase reporter, luminescence, 16 h; DNA damage induced by 5-fluorouridine | Potency, µM (titrated, usually from 46.1 µM), without a hit: at the highest dose activity change, negative = inhibition, actives largely listed as inhibitors | actives 2.3% (n = 330,000); note: potency is the fitted concentration of half-maximal effect; % is set by controls: 0 for no effect and ±100 for the full control effect; nearly all actives have a fitted effect of over 55% in size
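5-Fluorouridine DNA damage + compound/DMSO, 2,000 cells/well, 16 h, 37 °C/5% CO2. ONE-Glo, 30 min RT, luminescence. Readout = decrease in reporter signal.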
Rab9 prom act = activates the Rab9 promoter. Huh7 Rab9 promoter-luciferase reporter, luminescence, 24 h. Potency, µM (series often up to 9.22 µM), for the others: at the top dose activation, negative = inhibition, usual class: activators. actives 2.8% (n = 320,000). AID 485297; note: potency is the fitted concentration of half-maximal effect; % of control where 0% means no effect; nearly all actives have a fitted effect of over 60% in size
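Cell-based reporter: Huh7 stable for Rab9 promoter-driven luciferase, plated in reduced-serum medium with 10% FBS at 1500 cells/well, compound-treated 24 h at 37 °C, luminescence read after 10 min reagent.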
NPC1 prom act = activators of NPC1 promoter. Huh7 NPC1 promoter luciferase reporter, 24 h. Potency, µM (titrated, usually from 9.22 µM), inactives show at the highest dose activation, usual class: activators. actives 2.4% (n = 320,000);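 note: potency is the fitted concentration of half-maximal effect; % of control where 0% means no effect; nearly all actives have a fitted effect of over 60% in size; reporter is driven by a mutant NPC1 promoter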
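NPC1 promoter–luciferase Huh7 cells; 24 h compound; luminescence.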
FLuc modulator = firefly luciferase modulation, counter-screen for miR-21 project; P08659; purified FLuc, Km substrates, luminescence inhibition; Potency, µM (doses to about 57.5 µM), without a hit: at the top dose activity change, negative = inhibition, usual class: inhibitors; actives 6.9% (n = 360,000); AID 588342;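 note: potency is the fitted concentration of half-maximal effect; plate controls were vehicle for no effect and reference inhibitor for full effect; nearly all actives have a fitted effect of over 55% in size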
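Purified P. pyralis luciferase, 10 nM final, with Km-level 10 uM D-luciferin and 10 uM ATP in 50 mM Tris acetate pH 7.5, 10 mM Mg acetate, 0.01% Tween-20, 0.05% BSA; 6-point qHTS titration about 60 µM downward; luminescence read.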
BRCA1 expr up = increases BRCA1 expression; MCF7-BRCA1-FFLuc reporter, luminescence, 48 h; response scale: scaled: vehicle 0%, 10 µM genistein 100%; Potency, µM (titrated, usually from 46.1 µM), inactives show top-dose activation, hits mostly activators; actives 1.1% (n = 380,000); AID 624202; note: potency is the fitted concentration of half-maximal effect; nearly all actives have a fitted effect of over 80% in size; some results filed as inactive show a strong effect at the top dose
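Cells: MCF7-BRCA1-FFLuc, 2000/well. Exposure: 48 h, 37 °C, 5% CO2. Read: luminescence, 15 min post-substrate. Controls: genistein 10 microM (maximal activation), DMSO (neutral).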
Tb PFK block = inhibitors of T. brucei phosphofructokinase | O15648 | T. brucei PFK, ADP-Glo luminescence | Potency, µM (highest dose often 57.5 µM), inactives show top-dose activity, negative = inhibition, most hits filed as inhibitors | actives 0.17% (n = 330,000);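 note: potency is the fitted concentration of half-maximal effect; 0% = uninhibited 1x PFK enzyme wells and -100% = no-enzyme wells; nearly all actives have a fitted effect of over 60% in size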
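PFK 1.25 nM, F6P 0.5 mM, ATP 0.1 mM, 0.1 M TEA pH 8.0, 5 mM MgCl2, 0.01% Tween20, 0.1% BSA; 45 min RT. ADP-Glo readout. qHTS titration up to 57 uM; curves fitted, compounds curve-classed.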
VP16 counter = Gal4-VP16 reporter inhibition counter-screen; AID 2546; Drosophila S2 Gal4-VP16 UAS-luciferase, luminescence, 20 h; Potency, µM (series often up to 53.6 µM), for inactives: at the top dose activity, negative = inhibition, most hits filed as inhibitors; actives 3.5% (n = 310,000);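 note: Gal4-VP16 expression switched on by copper sulfate through the metallothionein promoter; potency is the fitted concentration of half-maximal effect; % is set by controls: 0 for no effect and ±100 for the full control effect; nearly all actives have a fitted effect of over 50% in size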
Numbers without * were called inactive; u = inconclusive; x = no result given; & = joins results of further samples; [ ] = remark or other dose. Unless noted, calls come from the whole dose curve; as a rule, active = well fitted curve in the direction sought with a large enough effect; inconclusive = small, poorly fitted or top-dose-only effect, or another doubt; inactive = no such curve, though single readings can be large; an effect the other way counts as inactive or inconclusive.

SMILES	TRPV1 ag	RORg inh	ELG1 genotox	p53 reactivator	ELG1 repair inh	Rab9 prom act	NPC1 prom act	FLuc modulator	BRCA1 expr up	Tb PFK block	VP16 counter
CCCN=C1N(CC)C[C@@H]2[C@@H]3C(=O)N(C)C(=O)[C@@H]3[C@](CC)(C(=O)OC)N12	x	x	-2.2%	-7.2%	u	x	x	x	12.9%	1.9%	x
O=C(Nc1ccc(S(=O)(=O)Nc2nccs2)cc1)C1CC(=O)N(c2ccccc2)C1 (centres undefined)	-0.2	-3.5%	0.6%	-2.6%	34.9%	-0.1%	-9.1%	-3.9%	-4.5%	-18.6%	0.8%
O=C(Nc1ccc(Oc2ccc3ccccc3c2)cc1)c1ccco1	u	-95.2%	-11.6%	-10.7%	x	-0.2%	4.2%	-15.3%	-37.7%	1.5%	10µM*
COc1ccc(S(N)(=O)=O)cc1-c1nnc2c3ccccc3c(C)nn12	-1.3	x	1.9%	x	0.1%	-0.6%	-0.2%	1.2%	3.6%	-5.0%	x
N#C/C(=C\c1ccc(OCc2ccc(Cl)cc2)cc1)C(=O)Nc1cccc(C(=O)O)c1	0.9	39.1%	u	u	u	9.9%	14.1%	-18.9%	3.1%	-11.2%	-0.3%
Cc1cc(Nc2cccc(F)c2)nc(NCc2ccccc2)n1	u	27.5%	-4.4%	-0.8%	-2.9%	-12.1%	-6.7%	-11.6%	-60.6%	-0.4%	u
COc1ccccc1NC(=O)CN1CCN(Cc2ccccc2)CC1	-29.9	-0.2%	5.8%	35.2%	u	3.0%	-0.2%	17.8%	3.1%	-0.3%	-2.0%
O=C(NCc1ccc(Cl)cc1)c1ccc(CSc2nc3ccncc3[nH]2)cc1	-1.9	15.4%	-9.1%	2.0%	u	-1.4%	0.7%	-11.2%	-25.7%	u	-16.4%
COc1ccc(NC(=O)N2Cc3ccccc3CC2C(=O)NC(C)(C)C)cc1 (centres undefined)	0.5	2.3%	2.1%	-5.0%	-6.9%	-0.6%	5.9%	0.2%	-11.9%	1.7%	4.4%
Cc1ccc(S(=O)(=O)N2CCCCC2c2cccnc2)c(C)c1C (centres undefined)	x	36.0%	-8.8%	-4.9%	0.82µM*	8.7%	-2.0%	1.0%	-12.7%	-1.9%	-23.2%
CCOc1ccc(NC(=O)C2CCCN(S(=O)(=O)c3c(C)noc3C)C2)cc1 (centres undefined)	2.8	13.2%	10.3%	3.0%	17.9%	-6.5%	-0.8%	-0.9%	-17.4%	0.7%	-6.1%
CC(=O)c1ccc(S(=O)(=O)N2CCN(c3nc(-c4cccnc4)nc4ccccc34)CC2)cc1	-3.1	x	-6.7%	-12.9%	u	0.9%	-5.6%	5.6%	-20.5%	0.6%	x
O=C1C(Cc2ccccc2)SC(=Nc2ccccc2)N1c1ccccc1 (centres undefined)	7.6	15.0%	-1.0%	0.6%	-2.6%	-4.8%	-6.1%	-3.0%	-24.4%	0.3%	-4.9%
CCOc1ccc(NS(=O)(=O)c2cc(NC(=O)C3CC3)ccc2C)cc1Br	x	x	-1.3%	6.1%	-4.0%	x	x	x	-49.2%	8.4%	x
O=C(CN(CC1CCCO1)C(=O)CNS(=O)(=O)c1ccc(Cl)cc1)NC1CCCC1 (centres undefined)	6.6	8.5%	-1.7%	0.4%	6.1%	-0.8%	1.0%	1.9%	-15.5%	-2.3%	15.7%
COc1cc(C)c(Cl)cc1S(=O)(=O)NCCN1CCOCC1	0.3	-16.1%	-1.1%	u	12.4%	1.0%	0.4%	4.1%	6.8%	1.4%	13.5%
COc1ccc(CN2CCNC(=O)C2CC(=O)N(C)Cc2ccccn2)cc1OC (centres undefined)	6.8	-5.7%	3.7%	-1.1%	18.3%	-11.3%	-0.9%	-2.1%	10.2%	-5.9%	4.8%
COc1cc2c(cc1OC)CN(C(=O)CN1C(=O)NC3(CCCCC3C)C1=O)CC2 (centres undefined)	-2.9	x	-1.2%	-3.2%	-12.8%	-11.7%	-1.0%	5.9%	-6.8%	-3.4%	x
CCOc1ccc(NC(=O)CN(C)C(=O)c2c(C)nn(-c3ccc(F)cc3)c2Cl)cc1OCC	1.1	x	-0.3%	-2.9%	-14.5%	2.2%	1.2%	4.0%	-17.7%	-4.0%	x
COc1ccc(OC)c(CCNC(=O)CCC(=O)N2CCOc3ccc(C)cc32)c1	-1.8	-1.1%	-3.4%	x	-15.0%	-4.1%	-4.6%	0.2%	5.2%	0.7%	7.3%
Cc1cc(C)cc(C(=O)NN2CCOCC2)c1	1.8	-17.8%	0.0%	-2.2%	-4.1%	-7.1%	-2.7%	5.5%	-2.3%	5.9%	-9.2%
CCCSc1nc2sc3c(c2c(=O)n1-c1ccc(OC)cc1)CCN(C)C3	-2.2	-3.3%	-9.8%	-4.1%	-16.0%	-7.3%	-6.4%	-0.1%	0.9%	-0.4%	-0.1%
COC(=O)c1ccc(CSc2nnc(-c3ccc4c(c3)OCO4)n2-c2ccccc2)o1	-3.5	1.3%	-0.3%	-20.9%	u	-3.3%	4.9%	-3.7%	19.2%	-3.3%	-21.9%
O=C1N(c2ccccc2)C[C@@H]2C[C@@H](c3cccs3)N3CCC[C@@]123	-0.8	20.9%	-6.8%	-3.0%	u	-31.9%[inhibitor]	-22.8%	-4.6%	-23.1%	-2.2%	-7.5%
Cn1nccc1C(=O)N1CCCC(N2CCN(c3cccc(C(F)(F)F)c3)CC2)C1 (centres undefined)	-0.4	28.9%	-11.9%	-6.8%	3.5%	-11.2%	-1.9%	1.5%	x	3.1%	-0.1%
O=C(CN1CCC(c2nc3ccccc3s2)CC1)N1CCCCC1	7.5	-0.1%	-0.6%	-2.4%	u	-1.9%	-4.6%	-10.0%	0.1%	-4.1%	-19.7%
Cc1nc(CN(C)Cc2nc(Cc3cccc(F)c3)no2)cs1	9.3	8.3%	0.4%	1.3%	u	1.1%	-1.1%	1.1%	7.0%	-5.5%	-13.0%
Cc1cccc(/C=C/C(=O)c2ccc(N3CCOCC3)cc2)c1	23.6	u	8.5%	14.4%	-9.8%	0.4%	-2.9%	21.3µM*	x	0.3%	0.6%
O=C(CSC(=S)N1CCCC1)NCC(=O)Nc1ccccc1Br	-0.3	x	0.5%	1.1%	26.2%	1.2%	1.6%	6.4%	-14.1%	-2.4%	x
CCCCCN1C/C=C\C(c2ccc(OC)cc2)N(Cc2ccc(F)cc2)C(=O)C1 (centres undefined)	6.0	8.9%&-0.8%	-0.7%	0.6%	0.0%	-5.2%	-3.0%	0.6%	-6.0%	2.9%	2.2%&8.9%
CCCCC(NC(C)=O)c1nc2ccccc2[nH]1 (centres undefined)	-1.6	31.0%	0.6%	-0.5%	u	-5.6%	-2.6%	-0.3%	4.1%	6.6%	-0.6%
CCCC1(C)NC(=O)c2ccccc2O1 (centres undefined)	-2.2	0.7%	0.0%	-1.9%	2.9%	1.0%	-1.5%	-0.8%	4.1%	-2.2%	2.0%
Cc1ccc(OCC(=O)NNC(=O)CSC(=S)N2CCCC2)cc1	-1.6	x	-0.8%	0.8%	8.1%	-0.6%	-0.5%	-1.9%	-1.0%	-3.9%	x
COc1cc(/C=N/Nc2ccc(C(F)(F)F)cn2)cc(OC)c1O	9.3	u	-1.9%	-5.3%	-4.7%	1.0%	1.7%	u	-27.3%	14.3%	u
CCOC(=O)CSc1nc2ccc(NC(=O)CSc3nnnn3Cc3ccccc3)cc2s1	-1.0	19.6%	1.6%	-4.5%	-4.3%	-3.3%	1.7%	3.3%	-1.7%	7.3%	-8.7%
O=C(CCCN1C(=O)c2cccc3cccc(c23)C1=O)N1CCN(c2ccccc2)CC1	-6.1	12.0%	-1.3%	-4.1%	u	-3.3%	3.1%	-2.2%	1.5%	3.8%	-10.6%
Cc1ccc(/C=C/C(=O)NC(=S)N2CCN(C)CC2)cc1	7.7	14.1µM*	1.6%	-1.0%	u	22.7%	3.8%	u	-8.9%	8.5%	12.6µM*
Cc1cc(NC(=O)CN2C(=O)NC(CC(C)C)C2=O)ccc1Br (centres undefined)	15.9	x	-1.8%	-4.8%	0.7%	-5.5%	-5.9%	0.1%	6.1%	-0.2%	x
Cc1ccccc1NC(=O)C1Cc2ccccc2CN1C(=O)c1ccco1 (centres undefined)	10.2	7.8%	23.1µM*	20.1%	u	u	2.82µM*	u	0.0%	0.3%	0.8%
